Lipid storage S3 – qHTS Assay for Lipid Storage Modulators in Drosophila S3 Cells; Potency in µM for hits, for the others lipid storage change, negative = inhibition, % at the top dose, mostly 46.1 µM; hit rate 0.64% among 320,000; AID 2685; Drosophila S3 cells, BODIPY lipid droplet fluorescence, 18-24 h; cells fed with added oleic acid; active = well fitted inhibition curve with a large enough effect in the signal ratio, with a control signal flat, not every such curve was filed as active; inconclusive = small, poorly fitted or top-dose-only effect, or effect the other way, or a change in a side signal; the % refers to the signal ratio
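Drosophila S3 cells loaded with oleic acid (400 uM, as added) and compounds at several concentrations; lipid droplets imaged by 488-nm laser-scanning cytometry, 500–530 nm intensity and object ratio to cell channel. Percent activity normalized to 20 uM Triacsin C.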
Lipid storage S3 cell count max – recorded beside Lipid storage S3, whose call it bears; cell number change, %; measured here: cell count max response;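 cells counted by Cell Tracker Red CMTPX staining in the red channel; peak over a dose series mostly up to 46.1 µM; percent activity relative to internal control wells on each plate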
Active calls of the source: *; i = inactive; ? = inconclusive; . = not tested or not shown. % is scaled to controls: 0 for no effect and ±100 for the full control effect; potency is read from the fitted curve at half-maximal effect.

molecule	Lipid storage S3 cell count max	Lipid storage S3
O=C(CSc1nc2ccccc2[nH]1)Nc1ccc2[nH]c(=O)[nH]c2c1	.	?
COc1ccc(-c2nnn(CC(=O)N(CCO)C(C(=O)NC3CCCC3)c3ccncc3)n2)cc1 (stereo unspecified)	3	-5%
COc1ccc(CNC(=O)Cn2nc([N+](=O)[O-])c(Br)c2C)cc1OC	-18	14%
COc1ccc(-n2nc(C(=O)NCC(=O)Nc3cc(OC)c(OC)c(OC)c3)c3ccccc3c2=O)cc1	-11	23%
O=S(=O)(c1ccc(S(=O)(=O)N2CCC(O)CC2)cc1)N1CCCC1	23	12%
O=C(Cn1nnc(-c2ccccc2)n1)N/N=C/c1cc([N+](=O)[O-])ccc1O	22	-3%
COc1cccc(C(=O)Nc2cccc(C(=O)N3CCOCC3)c2)c1	.	?
Cc1cc(C(=O)N2CCCC(N3CCN(c4cccc(Cl)c4)CC3)C2)n(C)n1 (stereo unspecified)	.	?
Cc1ccc(-n2ncc(C(=O)Nc3cc(Cl)cc(Cl)c3)c2C2CCNCC2)cc1C	.	?
COc1ccc(NC(=O)n2nc(OC(=O)c3cccs3)cc2N)cc1	-1	-13%
CCOC(=O)CSc1ccc2nnc(-c3cccnc3)n2n1	.	?
S=c1nc(C23CC4CC(CC(C4)C2)C3)nc2sccn12	14	-3%
Cc1cccc(N=N/C(=C\O)C(=O)c2ccc(Br)cc2)c1	.	?
CCn1cc(C2C3=C(CC(C)(C)CC3=O)N(c3ccccc3)C3=C2C(=O)CC(C)(C)C3)c(C)n1	.	?
O=C(OCc1cc(Cl)ccc1OC(F)F)c1cc(S(=O)(=O)O)ccc1O	-6.5*	1.6µM*
C=CCn1c(=N)c(C(=O)OCC)cc2c(=O)n3cc(C)ccc3nc21	.	?
O=C(NCC1CCCO1)NC12CC3CC(CC(C3)C1)C2 (stereo unspecified)	.	?
CCN1CCN(C2CCCCC2NS(=O)(=O)c2ccc(Cl)cc2)CC1 (stereo unspecified)	.	?
Cc1ccc(Cl)cc1NC(=O)Cn1cc(C(F)(F)F)cc(Cl)c1=O	.	?
Cc1ccc(NC(=O)c2ccc(-n3cccn3)c([N+](=O)[O-])c2)cc1	2	-6%

Looked up by structure from the list above, seven records:
molecule	Lipid storage S3 cell count max	Lipid storage S3
COc1ccc(CNC(=O)Cn2nc([N+](=O)[O-])c(Br)c2C)cc1OC	-18	14%
COc1ccc(-c2nnn(CC(=O)N(CCO)C(C(=O)NC3CCCC3)c3ccncc3)n2)cc1 (stereo unspecified)	3	-5%
CCN1CCN(C2CCCCC2NS(=O)(=O)c2ccc(Cl)cc2)CC1 (stereo unspecified)	.	?
O=C(NCC1CCCO1)NC12CC3CC(CC(C3)C1)C2 (stereo unspecified)	.	?
COc1ccc(NC(=O)n2nc(OC(=O)c3cccs3)cc2N)cc1	-1	-13%
Cc1cccc(N=N/C(=C\O)C(=O)c2ccc(Br)cc2)c1	.	?
C=CCn1c(=N)c(C(=O)OCC)cc2c(=O)n3cc(C)ccc3nc21	.	?

Further records.
molecule	Lipid storage S3 cell count max	Lipid storage S3
O=C(Nc1ccc(N2CCOCC2)cc1)c1cccc(S(=O)(=O)N2CCCC2)c1	.	?
CCc1nc2ccc(C(=O)Nc3ccc(NC(C)=O)cc3)cc2nc1CC	.	?
CNNC(=O)C(C)NC(=O)c1ccc(Br)cc1 (stereo unspecified)	11	12%
O=C(COc1ccc2c(c1)oc(=O)c1ccccc12)NCCCN1CCOCC1	14	20%
COc1ccc2cc(C(=O)NCCCN3CCCC3=O)[nH]c2c1	.	?
COc1ccc(C2C(C#N)=C(SCC(=O)Nc3ccc(C)cc3)NC3=C2C(=O)CC(C)(C)C3)cc1 (stereo unspecified)	.	?
NS(=O)(=O)c1ccc(CCNC(=O)CNS(=O)(=O)c2cccc(Br)c2)cc1	.	?
O=c1[nH]n(Cc2ccccc2)c2ccccc12	.	?
Cc1nn(-c2ccccc2)c2sc(C(=O)NNC(=O)COc3cccc4ccccc34)cc12	.	?
Cc1ccc(S(=O)(=O)c2c(C)nn(-c3ccccc3)c2OC(=O)c2ccco2)cc1	.	?
Cc1ccc(NS(=O)(=O)c2cc(NC(=O)c3ccc4c(c3)NC(=O)CS4)ccc2Cl)c(C)c1	.	?
O=S(=O)(N/N=C\c1ccc2c(c1)OCO2)c1ccc(Cl)cc1	.	?
CC(=O)c1ccc(S(=O)(=O)N2CCN(C(=O)c3ccc(-n4nc(C)c(Cl)c4C)cc3)CC2)cc1	.	?
O=C(O)/C=C/C(=O)Nc1ccc2nccnc2c1	16	7%
Cc1nn(CCCC(=O)NC(C)c2ccccc2)c(=O)c2nn(-c3ccccc3)c(C)c12 (stereo unspecified)	6	i
O=C(Nc1ccccc1)Nc1nc(-c2ccc(F)c(F)c2)cs1	.	?
COc1ccc(NC(=O)c2ccc(Cl)nc2)cc1S(=O)(=O)N1CCCCC1	.	?
CC1CCN(S(=O)(=O)c2ccc(C(=O)Nc3nnc(-c4ccccn4)o3)cc2)CC1	-5	5%
COc1cc(NC(=O)CSc2nccc(=O)[nH]2)c(C)cc1[N+](=O)[O-]	.	?
COC(CNC(=O)c1ccc2c(=O)n(Cc3ccc(Cl)cc3)c(=S)[nH]c2c1)OC	.	?

The list goes on:
molecule	Lipid storage S3 cell count max	Lipid storage S3
COc1cc(C2C(C#N)=C(N)N(c3cccnc3)C3=C2C(=O)CCC3)ccc1O (stereo unspecified)	.	?
COc1ccc2c(c1)C1=C(CC2)C(c2ccc(C)cc2)NC(=S)N1 (stereo unspecified)	-15	0%
CCOC(=O)c1cccc(NC(=O)CCS(=O)(=O)c2ccc(Br)s2)c1	.	?
CC(C)c1ccc(NC(=O)COC(=O)C2=COCCO2)cc1	.	?
COc1cccc(NC(=O)c2ccccc2N2C(=O)C3C4C=CC(C5CC45)C3C2=O)c1 (stereo unspecified)	-3	5%
COC(=O)c1oc(-c2ccccc2)nc1C	.	?
Cc1cc(C)c(S(=O)(=O)N2CCCC2)c(C)c1	-21	15%
O=C(c1ccccc1)[C@@H]1[C@@H](C(=O)c2ccc(F)cc2)[C@@]2(C(=O)Nc3ccccc32)[C@H]2c3ccccc3C=CN12	.	?
CCOC(=O)CC(=O)c1sc2c(c1N)c(=O)[nH]c(=O)n2-c1ccc(OC)cc1	.	?
CCOC(=O)C1=C(C)NC(C)=C(C(=O)OCC)C1C(=O)OCC(=O)N1c2ccccc2CC1C (stereo unspecified)	.	?
CCOC(=O)C1=C(CS(=O)(=O)c2ccccc2)NC(=O)NC1c1cc(OC)c(O)c(OC)c1 (stereo unspecified)	-1	-20%
CCOc1cccc(C(=O)NC(=S)Nc2cccnc2)c1	.	?
Cc1cc(C)nc(SCC(=O)Nc2ncccn2)n1	0	16%
COCCNC(=O)/C(C#N)=C/c1c(F)cccc1Cl	.	?
Cc1ccc(NC(=O)C2(c3cccs3)CCOCC2)cc1C	-4	11%
CC1CN(C(=O)/C=C/c2ccccc2[N+](=O)[O-])CC(C)O1 (stereo unspecified)	.	?
O=C(COC(=O)CCN=C1NS(=O)(=O)c2ccccc21)NNC(=O)c1ccc(Cl)cc1	.	?
Cc1cccc(NC(=S)N(CCCN2CCOCC2)C(C)c2cc3ccccc3o2)c1 (stereo unspecified)	-1	11%
COc1ccccc1OCC(=O)N(Cc1nc(-c2ccccc2)no1)C(C)C	.	?
O=C(CNS(=O)(=O)c1ccc(F)c(Cl)c1)N1CCCCCC1	4	0%

Further structures:
molecule	Lipid storage S3 cell count max	Lipid storage S3
COc1ccc(CCNC(=O)CC(c2ccccc2)c2cccc(C)c2O)cc1OC (stereo unspecified)	.	?
O=C(Nc1ccccc1F)c1ccc(COc2ccc(Cl)cc2Cl)o1	4	-6%
CC(C)[C@H](NC(=O)c1ccccc1Cl)C(=O)OCc1cc([N+](=O)[O-])cc2c1OCOC2	1	-2%
Brc1ccc(-n2cccc2/C=N/n2cnnc2)cc1	.	i
Cc1csc(=O)n1CCC(=O)OCC(=O)Nc1cc(Cl)ccc1[N+](=O)[O-]	-1	1%
Cc1cc(=O)oc2cc(OC(C)C(=O)NCCCN3CCCC3=O)c(Cl)cc12 (stereo unspecified)	.	?
COc1cccc(NC(=O)C2C3C=CC4(O3)C2C(=O)N(C(C)C)C4C(=O)NC2CCCCC2C)c1 (stereo unspecified)	-1	-7%
CSc1nc(N)c(C(=O)NC2CCCCC2)s1	-21	-38%
O=C1CN(C(=O)NCC(=O)N[C@@H](Cc2ccccc2)C(=O)O)c2ccccc2N1	.	?
COC(=O)c1ccc(CSCc2ccc(C(=O)OC)o2)o1	.	?
c1ccc(C(c2c[nH]c3ccccc23)c2c[nH]c3ccccc23)nc1	-4	i
Cc1ccc(NC(=O)COc2ccccc2C(=O)NCCc2ccccc2)cc1	.	?
COc1ccc(N2CCN(C(=O)Nc3cccc(C(F)(F)F)c3)CC2)cc1	.	?
CCOc1ccc2oc(C(=O)N(Cc3nnc(-c4ccccc4Cl)o3)C3CC3)c(C)c2c1	.	?
Nc1sc(-c2ccccc2)n[n+]1Cc1cccc2cccnc12	.	?
CC(C(=O)c1ccccc1)[n+]1cccc(C(N)=O)c1 (stereo unspecified)	.	?
CCOC(=O)c1ccc(NC(=O)COc2ccc(S(=O)(=O)N3CCCC3)cc2)cc1	.	i
O=C1C=C(c2cc3ccccc3s2)C[C@@H](c2ccc(F)cc2)C1	5	8%
CCOC(=O)c1ccc(NCCOC)c([N+](=O)[O-])c1	.	?
CCOc1ccccc1N1CCN(C(=O)c2ccccc2)CC1	.	i

(further entries)
molecule	Lipid storage S3 cell count max	Lipid storage S3
Cc1cc([N+](=O)[O-])c(N2CCC[C@@H]2C(=O)O)c([N+](=O)[O-])c1	0	i
CC(=O)NC1(C(F)(F)F)C(=O)Nc2c1c(=O)[nH]c(=O)n2Cc1ccco1 (stereo unspecified)	.	?
O=C(CSc1nnc(-c2cnccn2)n1Cc1ccco1)c1ccc2ccccc2c1	.	?
CCN(CC)S(=O)(=O)c1ccc2c(c1)c(=O)c(C(=O)NCc1ccc3c(c1)OCO3)cn2C	.	?
CCOC(=O)c1ccc[n+](CC(=O)c2ccccc2)c1	.	?
COc1cccc(CNC(=O)c2ccc3nc[nH]c3c2)c1	-6	-24%
CC1Sc2ccc(S(=O)(=O)CCC(=O)NCc3ccccc3Cl)cc2NC1=O (stereo unspecified)	.	?
CCOC(=O)CSc1nnc(CNc2ccccc2Cl)n1-c1ccccc1	.	?
O=C(NC1CCCCC1)C(c1ccncc1)N(Cc1ccccc1)C(=O)c1ccc(-c2ccccc2)[nH]1 (stereo unspecified)	0	-2%
CN(CC(=O)Nc1cccc(F)c1)C(=O)c1ccc(C(=O)c2ccccc2)cc1	.	?
CSCC[C@@H](Nc1nc(-c2ccccc2)nc2c1oc1ccccc12)C(=O)O	.	?
OC(COc1ccc(Br)cc1)CN1CCOCC1 (stereo unspecified)	.	?
S=c1[nH]nc(-c2cc(-c3ccco3)[nH]n2)n1-c1cccc2ccccc12	.	?
CCOC(=O)C1CCN(c2ncnc3c2nnn3Cc2ccccc2Cl)CC1	15	13%
CSc1ccc(/C=N/NC(=O)c2ccc(C)c(C)c2)cc1	.	?
CCOC(=O)C1CCCN(S(=O)(=O)c2ccc(-c3cc(C)no3)s2)C1 (stereo unspecified)	20	i
CCn1c(SCC(=O)Nc2cccnc2Cl)nnc1-c1ccccc1	.	?
CC(=O)c1cccc(NS(=O)(=O)c2ccc(NC(=O)N3CCCCC3)cc2)c1	.	?
COc1ccc(-c2noc(CCC(=O)NCC3CCN(Cc4cccc(C)c4)CC3)n2)cc1	-12	i
COc1ccc2cc(CN(CC3CCCO3)C(=O)Nc3ccccc3OC)c(=O)[nH]c2c1 (stereo unspecified)	.	?

Additional compounds
molecule	Lipid storage S3 cell count max	Lipid storage S3
CCCCn1c(N)c(N(CC(C)C)C(=O)c2cc(-c3ccco3)nc3ccccc23)c(=O)[nH]c1=O	.	?
Nc1ncnc(Nc2ccccc2C(F)(F)F)n1	.	?
CCOC(=O)Cc1csc(NC(=O)CN2CCN(c3ccccc3)CC2)n1	-3	-16%
Cc1cc(CN(C)C(=O)c2ccc(OC3CCN(CCc4ccccc4)CC3)cc2)on1	7	4%
CC(C)c1ccc(NC(=O)[C@@H](NC(=O)N2CC(=O)Nc3ccccc32)C(C)C)cc1	.	?
O=C(CCc1nc(-c2ccccc2)no1)NC1CCCCCC1	.	?
COc1cccc(NC(=S)N2CCN(C/C=C/c3ccccc3)CC2)c1	-19	8%
O=CNc1ccc(OC(=O)c2cncc(Br)c2)cc1	24	i
COc1ccc(CNS(=O)(=O)c2ccc3c(c2)C(C)(C)C(=O)N3C)cc1	-4	18%
Cc1cc(N2CCOCC2)ccc1/C=C\[N+](=O)[O-]	.	?
Cc1ccccc1CSc1nc2ccccc2c(=O)n1C	33	i
COc1ccc(OC)c(/C=C/c2[nH]c(=O)[nH]c(=O)c2[N+](=O)[O-])c1	.	?
S=c1[nH]nc(-c2cccc(Br)c2)o1	.	i
CCn1cnc2cc(NC(=O)c3cccs3)ccc21	-12	-11%
COc1ccc(-n2nc([N+](=O)[O-])c(=NCCc3ccc(OC)c(OC)c3)n2O)cc1	-7.8*	0.82µM*

High-throughput results as filed in PubChem.

The list is partial; the hit share may differ from the screen's.
